Compound activity from PubChem.
Tau fluor counter = counter-screen for tau fibril formation inhibitors; tau K18 P301L Alexa594 fluorescence, heparin fibrillization; Potency, µM (top dose mostly 57.7 µM), without a hit: at the top dose activity change, negative = decrease; actives 0.93% (n = 280,000); also: nearly all actives have a fitted effect of over 55% in size
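Human tau K18 P301L (15 uM unlabeled, 0.24 uM Alexa 594-labeled) in 100 mM sodium acetate pH 7 with 20 uM heparin, 6 hr at 37 C. ThT 30 uM added, 1 hr ambient; Alexa 594 FP and total fluorescence read at 555/632 nm.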
TRb-SRC2 inh = inhibitors of human thyroid hormone receptor beta-SRC2 interaction; actives 0.065% (n = 280,000); Potency, µM (series often up to 106 µM), without a hit: top-dose activity change, negative = inhibition, hits mostly inhibitors; P10828; TRbeta-SRC2 peptide binding, fluorescence polarization; receptor liganded with 1 µM T3;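 also: plate controls were bound peptide for no effect and peptide without receptor for full effect; nearly all actives have a fitted effect of over 50% in size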
Target sequence (P10828 whole entry, looked up): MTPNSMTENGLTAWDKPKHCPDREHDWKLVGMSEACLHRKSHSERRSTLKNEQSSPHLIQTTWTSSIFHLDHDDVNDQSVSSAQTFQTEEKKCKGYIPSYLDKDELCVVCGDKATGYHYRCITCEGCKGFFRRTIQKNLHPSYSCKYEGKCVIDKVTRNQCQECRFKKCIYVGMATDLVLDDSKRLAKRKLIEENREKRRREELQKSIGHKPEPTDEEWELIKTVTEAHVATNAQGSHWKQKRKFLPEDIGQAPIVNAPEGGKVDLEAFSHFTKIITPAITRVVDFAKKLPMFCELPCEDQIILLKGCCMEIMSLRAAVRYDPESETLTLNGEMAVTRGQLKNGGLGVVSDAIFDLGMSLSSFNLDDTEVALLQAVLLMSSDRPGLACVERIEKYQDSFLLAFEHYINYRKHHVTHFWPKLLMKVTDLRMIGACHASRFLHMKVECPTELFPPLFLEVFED
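Each compound concentration gave % activity, normalized to unbound and bound Texas Red SRC2 controls, from polarization read after 5 hr ambient incubation with T3-loaded human TRb LBD.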
GLA spleen mod = inhibitors or activators of human alpha-galactosidase in spleen homogenate. AID 2107. Potency, µM (doses to about 80 µM), for the others: at the highest dose activity change, negative = inhibition, usual class: inhibitors. human spleen homogenate, 4MU-alpha-Gal fluorescence, 40 min. P06280. actives 0.008% (n = 240,000);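 also: 0% = enzyme with vehicle and -100% = no enzyme basal signal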
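qHTS titration in buffer at pH 5.0. Alpha-galactosidase activity in spleen homogenate was measured via 4-methylumbelliferone release from 1 mM fluorogenic substrate after 40 min at 37C and a pH 10 stop. AC50 came from Hill fits of control-normalized data.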
ALDH1A1 inh = inhibitors of human aldehyde dehydrogenase 1A1 | Purified ALDH1A1, NADH fluorescence, propionaldehyde substrate | Potency, µM (doses to about 75.3 µM), for the others: top-dose activity, negative = inhibition, usual class: inhibitors | actives 7.3% (n = 220,000) | AID 1030; active = well fitted inhibition curve with a large enough effect, not every such curve was filed as active; inconclusive = small, poorly fitted or top-dose-only effect, or another doubt; inactive = no such curve, though single readings can be large or run the other way;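 also: plate controls were no enzyme wells and a reference inhibitor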
Target sequence (P00352 whole entry, looked up): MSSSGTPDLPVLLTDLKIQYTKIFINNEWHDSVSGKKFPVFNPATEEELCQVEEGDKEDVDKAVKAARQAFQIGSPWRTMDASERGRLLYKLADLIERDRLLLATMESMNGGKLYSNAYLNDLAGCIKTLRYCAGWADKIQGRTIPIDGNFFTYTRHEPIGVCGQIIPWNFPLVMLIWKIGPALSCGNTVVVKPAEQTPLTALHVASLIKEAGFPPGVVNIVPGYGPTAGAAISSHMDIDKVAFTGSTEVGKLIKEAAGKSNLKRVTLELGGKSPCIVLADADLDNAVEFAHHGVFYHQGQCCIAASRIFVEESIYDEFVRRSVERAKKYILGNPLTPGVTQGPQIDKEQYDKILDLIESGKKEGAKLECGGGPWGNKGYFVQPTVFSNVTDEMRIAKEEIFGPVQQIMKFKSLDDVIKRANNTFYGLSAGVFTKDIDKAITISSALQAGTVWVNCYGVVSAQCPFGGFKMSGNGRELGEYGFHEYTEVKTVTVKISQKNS
L3MBTL1 inh = L3MBTL1 (human) inhibition. Q9Y468. AlphaScreen L3MBTL1–H3K9me1 peptide binding. Potency, µM (highest dose often 57.1 µM), inactives show at the highest dose activity, negative = inhibition, actives largely listed as inhibitors. actives 0.66% (n = 230,000); also: nearly all actives have a fitted effect of over 60% in size
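Displacement of a biotinylated histone H3(1-15) peptide monomethylated at Lys9 (75 nM) from L3MBTL1 (50 nM) was measured by AlphaScreen after a 30 min room-temperature compound incubation; cefsulodin titration served as intraplate control.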
TexasRed fluor = alters Texas Red total fluorescence, flagging assay interference; AID 1479; Potency, µM (doses to about 106 µM), without a hit: top-dose fluorescence change, negative = quenching; TRb/SRC2 Texas Red total fluorescence interference; actives 0.29% (n = 280,000); active = well fitted curve in either direction with a large enough effect; inconclusive = small, poorly fitted or top-dose-only effect
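Human TRβ ligand-binding domain (0.6 uM) and Texas Red SRC2 peptide (20 nM) in Tris buffer with 1 uM T3 and 5% DMSO were incubated with pinned compound for 5 hr at ambient temperature. Total fluorescence was computed as S + 2P (555/632 nm).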
Tau fibril ThT = inhibitors of human tau fibril formation, thioflavin T binding. Potency, µM (titrated, usually from 57.4 µM), for the others: top-dose activity, negative = inhibition, usual class: inhibitors. recombinant tau K18 P301L (four-repeat tau fragment), heparin-induced fibrillization, ThT fluorescence. P10636. AID 1460. actives 2.1% (n = 270,000); also: nearly all actives have a fitted effect of over 55% in size
Target sequence (P10636 561-689 P618L limits assumed): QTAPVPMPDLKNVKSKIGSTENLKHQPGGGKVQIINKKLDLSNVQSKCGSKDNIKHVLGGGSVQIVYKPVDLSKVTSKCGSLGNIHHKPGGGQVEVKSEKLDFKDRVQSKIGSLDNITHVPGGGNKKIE
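Recombinant human tau K18 fragment […] carrying P301L, 15 uM unlabeled plus 0.24 uM Alexa 594-labeled, was fibrillized with 20 uM heparin in 100 mM sodium acetate pH 7 for 6 hr at 37 C; 30 uM ThT fluorescence read after 1 hr.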
Tau FP inhib = tau fibrillization inhibition (FP) | P10636 | K18 P301L tau heparin fibrillization, Alexa594 FP, 6 h | Potency, µM (top dose mostly 57.7 µM), for inactives: at the top dose activity, negative = inhibition, actives largely listed as inhibitors | actives 0.39% (n = 280,000); also: nearly all actives have a fitted effect of over 55% in size
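Quantitative HTS format: compounds meet 15 uM recombinant K18 P301L tau and Alexa 594-tau tracer in 100 mM sodium acetate pH 7; 20 uM heparin triggers fibrillization at 37 C over 6 hr; FP gives the signal.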
* = called active by the depositor; ? = inconclusive; / = no result given; [ ] = dose if it differs, or a comment. Unless noted, calls follow the shape of the dose curve; as a rule, active = well fitted curve in the direction sought with a large enough effect; inconclusive = small, poorly fitted or top-dose-only effect, or another doubt; inactive = no such curve, though single readings can be large; an effect the other way counts as inactive or inconclusive. Unless noted, % is scaled to controls: 0 for no effect and ±100 for the full control effect; potency is read from the fitted curve at half-maximal effect.

nr | SMILES | Tau fluor counter | TRb-SRC2 inh | GLA spleen mod | ALDH1A1 inh
1 | CC(C)c1ccc(/C=C/C(=O)Nc2ccc(CN3CCOCC3)cc2)cc1 | ? | -3% | 3% | ?
2 | CC(C)c1ccc(CNCCSc2nnnn2C)cc1 | -7% | 3% | / | /
3 | NNC(=O)C1=NOC2COC3(CCN(c4ncccn4)CC3)OCC12 (centres undefined) | -13% | 5% | 1% | -2%
4 | Cc1ccc(C)c(C2=NNC(=NCc3ccccc3)SC2)c1 | -11% | 3% | 6% | 18µM*
5 | Cc1cc2cc3c(cc2nc1SCC(=O)Nc1c(C)cccc1C)CCC3 | 2% | -4% | 1% | 1%
6 | COc1cccc(C(=O)O/N=C(\N)c2ccc([N+](=O)[O-])cc2)c1 | -11% | -14%[53 µM] | 4% | 3%
7 | Clc1cccc(CSc2ccc(-c3ccco3)nn2)c1 | -18% | -2% | -10% | 25µM*
8 | COc1cc(NC(=O)c2cc(-c3cccs3)on2)cc(OC)c1OC | ? | -12% | -4% | ?
9 | Cc1onc(C(=O)N2CCN(c3ccccc3F)CC2)c1-c1ccccc1Cl | 7% | -2% | 7% | ?
10 | CCOc1ccc(Cc2nc(C)c(CC(=O)N3CCCCC3)c(=O)[nH]2)cc1 | -3% | 3% | -9% | -3%
11 | O=C(N/N=C/c1cn(CC(=O)N2CCOCC2)c2ccccc12)c1cccnc1 | -10% | 4% | 5% | /
12 | CCOC(=O)C(=O)N1c2ccccc2C(N(C(=O)C(=O)OCC)c2ccccc2)CC1C (centres undefined) | -8% | -2% | -3% | /
13 | S=c1[nH]nc(-c2cc(-c3ccccn3)nc3ccccc23)o1 | -1% | 4% | -3% | /
14 | CCCC1O[C@@H]2CC3C4CCC5=CC(=O)C=C[C@]5(C)C4C(OC(C)=O)C[C@]3(C)[C@]2(C(=O)COC(C)=O)O1 (some centres undefined) | 1% | -6% | -8% | ?
15 | CC(=O)c1ccc(NS(=O)(=O)c2c(C)nc3scc(C)n3c2=O)cc1 | -3% | 2% | / | /

nr | L3MBTL1 inh | TexasRed fluor | Tau fibril ThT | Tau FP inhib
1 | -18% | -1% | 7% | 4%
2 | / | 0% | -4% | 3%
3 | / | -1% | -14% | -10%
4 | / | -3% | ? | -7%
5 | 5% | 0% | -4% | -1%
6 | -5% | -1%[53 µM] | ? | 5%
7 | / | -5% | ? | 3%
8 | -1% | -2% | -12% | 1%
9 | 28% | -7% | 16% | 2%
10 | 4% | -2% | -8% | -3%
11 | 6% | 1% | -12% | -2%
12 | 4% | 0% | -8% | -8%
13 | / | -3% | -11% | 1%
14 | -5% | 0% | -9% | 3%
15 | / | -1% | -1% | -9%

Following part.
nr | SMILES | Tau fluor counter | TRb-SRC2 inh | GLA spleen mod | ALDH1A1 inh
16 | COc1ccc(CNC(=O)C(C)NC(=O)c2cc3ccccc3o2)cc1 (centres undefined) | -7% | -18% | 5% | -12%
17 | CCOC(=O)N1CCN(C(=O)c2ccc(C)c(S(=O)(=O)Nc3cccc(C)c3C)c2)CC1 | -1% | -13% | 12% | 3%
18 | O=C(Cn1ccc2cc(S(=O)(=O)N3CCCC3)ccc21)NCc1ccc(Cl)cc1 | -19% | 1% | / | /
19 | CNC(=O)CSc1nnc(-c2ccccc2F)n1CCc1ccccc1 | 5% | -6% | -2% | /
20 | O=C(C(Cc1ccccc1)n1cccc1)N1CCN(C2CCCCC2)CC1 (centres undefined) | -9% | -5% | 6% | 0%
21 | COc1ccc(CCNC(=O)c2noc3c2CCCC3)cc1OC | 0% | -10% | 14% | -1%
22 | CC(=O)Nc1ccc(C(=O)CSc2nc3ccc(C)cc3[nH]2)cc1 | -25% | 3%[53 µM] | -6% | -1%
23 | S=C1NC[C@H](Cc2ccccc2)N1CCc1cccc2ccccc12 | -19% | 9% | 0% | /
24 | Cc1ccc(CNC(=O)Cn2c(=O)n(-c3ccccc3)c(=O)c3sccc32)cc1 | 0% | 8% | 8% | -2%
25 | COc1ccc(Br)c(C(=O)NC2CCCC2)c1 | 1% | -4% | 4% | 0%
26 | O=C(CCCN1C(=O)c2ccccc2C1=O)NCc1ccco1 | -4% | -6% | 3% | -7%
27 | Cc1nc(SCc2ccc(Cl)c(Cl)c2)ncc1C(=O)O | 4% | 2% | 0% | 6%
28 | CCOc1ccc(C(=O)Nc2ccc(S(=O)(=O)N(Cc3ccccc3)c3ccccc3)cc2)cc1 | ? | 2% | / | /
29 | C=CC(=O)NC(NC(=O)C=C)c1ccc(Br)cc1 | 5% | -1% | 0% | 5%
30 | CC(NC(=O)CN1CCN(c2ncccn2)CC1)c1ccc(F)cc1 (centres undefined) | 2% | -5% | 7% | 8%

nr | L3MBTL1 inh | TexasRed fluor | Tau fibril ThT | Tau FP inhib
16 | -11% | -1% | -10% | -4%
17 | / | 2% | -5% | 12%
18 | / | -1% | 2% | -22%
19 | 14% | 2% | 3% | 4%
20 | / | -1% | -17% | 0%
21 | / | -1% | -4% | 8%
22 | 1% | -1%[53 µM] | -16% | 13%
23 | / | 0% | -4% | 1%
24 | 12% | 0% | 0% | -6%
25 | 1% | -2% | -1% | 7%
26 | -2% | 3% | -5% | -2%
27 | 7% | -1% | -7% | 4%
28 | / | -4% | 8% | ?
29 | -2% | 1% | 8% | 2%
30 | -14% | -6% | 7% | 1%

Remaining list, next part
nr | SMILES | Tau fluor counter | TRb-SRC2 inh | GLA spleen mod | ALDH1A1 inh
31 | Cc1ccccc1NC(=O)Cn1nnc(-c2ccc(CN3CCC(C)CC3)cc2)n1 | -3% | -5% | -1% | /
32 | CC1(C)CC(=O)c2sc(NC(=O)C3COc4ccccc4O3)nc2C1 (centres undefined) | -4% | -16% | -7% | 16µM*
33 | O=C(OC1CCOC1=O)c1ccc2ncsc2c1 (centres undefined) | 4% | 4% | 1% | 7%
34 | COc1ccccc1/C=C/C1=NC(=C\C=C/c2ccccc2)/C(=O)O1 | -10% | -3% | -2% | ?
35 | COc1ccc(-c2cc3nc(-c4ccc(Br)cc4)cc(C(F)(F)F)n3n2)cc1 | 2% | -4% | / | /
36 | O=C(Nc1nnc(-c2cccs2)o1)c1ccc(S(=O)(=O)N2CCOCC2)cc1 | 3% | 0% | 2% | -1%
37 | COc1ccc(C2OC(=O)CC2C(=O)NC2CCCC(C)C2C)cc1OC (centres undefined) | -3% | 0% | -20% | -1%
38 | CCOC(=O)N1CCC(=NNC(=O)c2ccc(O)cc2)CC1 | -5% | -1% | -3% | ?
39 | O=C(Nc1ccccc1)N1CCC(c2ccccc2)C1 (centres undefined) | -5% | 1% | 2% | 3%
40 | O=C(c1cccc(C(F)(F)F)c1)N1CCN(C2CCCCC2)CC1 | 2% | -1% | -1% | 3%
41 | CC(C)Cn1c(=O)c2sccc2n2c(CCCC(=O)NC3CCCCC3)nnc12 | -3% | -5% | / | /
42 | O=C(O)C1Cc2ccccc2CN1C(=O)c1ccccc1 (centres undefined) | -11% | 1% | 3% | 14%
43 | Cc1ccc(Nc2nnc(SCC(=O)Nc3ccc(S(=O)(=O)N4CCOCC4)cc3)s2)cc1 | ? | 0% | 5% | -15%
44 | COc1ccc(S(=O)(=O)N(CC(=O)NC(C)c2ccccc2)c2ccc(C)cc2)cc1OC (centres undefined) | -18% | -7% | / | /
45 | O=C(CSc1nnc(-c2ccccc2O)o1)Oc1ccc(OCc2ccccc2)cc1 | -7% | -9% | -9% | -6%

nr | L3MBTL1 inh | TexasRed fluor | Tau fibril ThT | Tau FP inhib
31 | / | -2% | -2% | 3%
32 | -10% | -1% | -7% | -9%
33 | -13% | 3% | 0% | 2%
34 | 1% | -1% | 11µM* | -7%
35 | / | -1% | -1% | -8%
36 | 20% | -5% | 1% | 6%
37 | / | -3% | -6% | 4%
38 | 12% | -1% | -7% | 14%
39 | 3% | -6% | -9% | 3%
40 | 24%[11.4 µM] | -1% | 0% | 6%
41 | / | -3% | 6% | 2%
42 | -1% | 2% | -7% | -5%
43 | / | 0% | -10% | ?
44 | / | 5% | -17% | -3%
45 | 7% | 1% | -18% | 1%

Of the compounds above, these have an aryl thioether with sulfur outside any ring.
nr | SMILES | Tau fluor counter | TRb-SRC2 inh | GLA spleen mod | ALDH1A1 inh
2 | CC(C)c1ccc(CNCCSc2nnnn2C)cc1 | -7% | 3% | / | /
5 | Cc1cc2cc3c(cc2nc1SCC(=O)Nc1c(C)cccc1C)CCC3 | 2% | -4% | 1% | 1%
7 | Clc1cccc(CSc2ccc(-c3ccco3)nn2)c1 | -18% | -2% | -10% | 25µM*
19 | CNC(=O)CSc1nnc(-c2ccccc2F)n1CCc1ccccc1 | 5% | -6% | -2% | /
22 | CC(=O)Nc1ccc(C(=O)CSc2nc3ccc(C)cc3[nH]2)cc1 | -25% | 3%[53 µM] | -6% | -1%
27 | Cc1nc(SCc2ccc(Cl)c(Cl)c2)ncc1C(=O)O | 4% | 2% | 0% | 6%
43 | Cc1ccc(Nc2nnc(SCC(=O)Nc3ccc(S(=O)(=O)N4CCOCC4)cc3)s2)cc1 | ? | 0% | 5% | -15%
45 | O=C(CSc1nnc(-c2ccccc2O)o1)Oc1ccc(OCc2ccccc2)cc1 | -7% | -9% | -9% | -6%

nr | L3MBTL1 inh | TexasRed fluor | Tau fibril ThT | Tau FP inhib
2 | / | 0% | -4% | 3%
5 | 5% | 0% | -4% | -1%
7 | / | -5% | ? | 3%
19 | 14% | 2% | 3% | 4%
22 | 1% | -1%[53 µM] | -16% | 13%
27 | 7% | -1% | -7% | 4%
43 | / | 0% | -10% | ?
45 | 7% | 1% | -18% | 1%

The list goes on:
nr | SMILES | Tau fluor counter | TRb-SRC2 inh | GLA spleen mod | ALDH1A1 inh
46 | Cc1noc(C)c1-c1cc(NC2CC2)ncn1 | -3% | 5% | -2% | -6%
47 | CCc1nnc(NC(=O)C2(C)COC(c3ccccc3)OC2)s1 (centres undefined) | -1% | -2% | -19% | 5%
48 | CCn1c(=N)c(C(=O)NCc2cccnc2)cc2c(=O)n3cc(C)ccc3nc21 | -2% | 2% | / | /
49 | CC(=O)Nc1ccc(C(=O)N/C(=C/c2ccccc2)C(=O)Nc2cccc(C(=O)O)c2)cc1 | -1% | 2% | -4% | 5%

nr | L3MBTL1 inh | TexasRed fluor | Tau fibril ThT | Tau FP inhib
46 | / | 2% | -3% | -1%
47 | / | -5% | -1% | -2%
48 | / | -1% | -5% | 2%
49 | 7% | -1% | -1% | -3%
